RBX1-CUL1 inh = inhibitors of human ROC1-CUL1 ubiquitin ligase activity | P62877+Q13616 | in vitro K48 di-Ub FRET, acceptor:donor ratio, 45 min | inhibition, % at 10 µM | 0.6% of 140,000 active; in the data active means inhibition above about 25%
Target sequence (P62877 whole entry, looked up): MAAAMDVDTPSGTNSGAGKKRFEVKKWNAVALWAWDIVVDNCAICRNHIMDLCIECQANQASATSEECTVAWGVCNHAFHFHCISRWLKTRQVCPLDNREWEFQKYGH
Target sequence (Q13616 whole entry, looked up): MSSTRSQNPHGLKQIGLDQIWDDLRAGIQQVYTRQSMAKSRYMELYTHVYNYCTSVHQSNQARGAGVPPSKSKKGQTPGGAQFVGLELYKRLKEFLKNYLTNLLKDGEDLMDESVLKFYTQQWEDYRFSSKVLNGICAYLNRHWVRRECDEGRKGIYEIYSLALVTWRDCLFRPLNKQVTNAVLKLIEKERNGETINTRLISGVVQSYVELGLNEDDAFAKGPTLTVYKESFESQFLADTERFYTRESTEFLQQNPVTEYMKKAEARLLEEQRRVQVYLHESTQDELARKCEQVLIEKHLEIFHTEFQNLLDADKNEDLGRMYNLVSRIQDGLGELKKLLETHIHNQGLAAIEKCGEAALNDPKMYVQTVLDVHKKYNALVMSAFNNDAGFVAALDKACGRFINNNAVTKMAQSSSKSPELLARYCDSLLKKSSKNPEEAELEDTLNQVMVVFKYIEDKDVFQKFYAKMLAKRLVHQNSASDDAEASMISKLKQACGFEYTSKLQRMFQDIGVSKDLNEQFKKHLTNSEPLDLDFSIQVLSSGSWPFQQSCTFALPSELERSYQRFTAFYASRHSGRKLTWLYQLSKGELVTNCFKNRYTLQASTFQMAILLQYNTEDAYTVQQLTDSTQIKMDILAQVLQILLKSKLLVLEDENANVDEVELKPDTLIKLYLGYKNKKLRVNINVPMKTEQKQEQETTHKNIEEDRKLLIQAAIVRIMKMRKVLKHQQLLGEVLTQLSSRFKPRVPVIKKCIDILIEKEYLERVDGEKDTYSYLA
Starred values were filed as active, the others as inactive. A portion of the library (hit frequency here may not be typical).

Screening Cc1cc(-c2ccccc2)c2c(=O)[nH][nH]c2n1 returned RBX1-CUL1 inh -4.
`COc1ccc(OCC(=O)N(Cc2cccs2)c2ccc(OC)cc2)cc1` gave RBX1-CUL1 inh -8.
For CCc1ccc(NC(=O)CSc2nc(-c3cccc(OC)c3)nc3c2Cc2c(CO)cnc(C)c2O3)cc1 the results were RBX1-CUL1 inh -9.
Screening COc1ccc(C(Nc2ccccn2)c2c(NC(=O)c3ccco3)sc(C)c2C)cc1OC (stereo unspecified) returned RBX1-CUL1 inh 2.
CCOc1ccccc1Nc1ccc2cc(S(=O)(=O)N3CCCCC3)ccc2n1 was read as RBX1-CUL1 inh -1.
Cc1ccc(CSc2nc(=O)c3c(C)cc(C)nc3n2C2CC2)cc1 was read as RBX1-CUL1 inh 13.
Cc1ccc(C)n1-c1c(C(=O)NCCC(C)C)sc2ncccc12 was read as RBX1-CUL1 inh 4.
Screening CCc1cc(C(=O)NC2CCN(CC)CC2)cs1 returned RBX1-CUL1 inh -1.
For Cc1ccc(C(=O)CC(=O)C(F)(F)F)s1 the results were RBX1-CUL1 inh 3.
For CCCCc1nnc(SCC(=O)Nc2cccc(C(F)(F)F)c2)n1N the results were RBX1-CUL1 inh 9.
`O=C(Nc1ccc2c(c1)OCO2)c1ccc(Oc2ccccc2)cc1` gave RBX1-CUL1 inh 10.
CCc1cc(I)ccc1NC(=O)CC(C)C was read as RBX1-CUL1 inh -7.
`Clc1ccc(OCCCN2CCCC2)c2ccccc12` gave RBX1-CUL1 inh 0.
Screening O=C(c1ccc2c(c1)OCO2)N1CCN(C23CC4CC(CC(C4)C2)C3)CC1 returned RBX1-CUL1 inh 2.
For O=S(=O)(Cc1cccc(Cl)c1)N1CCCCCC1 the results were RBX1-CUL1 inh -2.
Screening COc1ccc(S(=O)(=O)N(CCc2ccccc2)CC(=O)NCc2ccccc2)cc1 returned RBX1-CUL1 inh -3.
COc1ccc(/C=C/c2nc(C#N)c(N3CCCCCC3)o2)cc1OC was read as RBX1-CUL1 inh 10.
Nc1c(C(=O)Nc2ccc(F)cc2Br)sc2nc(-c3cccs3)ccc12 was read as RBX1-CUL1 inh -6.
For O=c1[nH]c(Cc2ccccc2)nc2scc(-c3ccc(Cl)cc3)c12 the results were RBX1-CUL1 inh 3.
For CC(C)(C)c1ccc(C(=O)Nc2ccc3c(c2)CCCN3C(=O)c2cccs2)cc1 the results were RBX1-CUL1 inh 2.
Screening COC(=O)C1C(C)=NC(=O)NC1c1cccc(OC)c1OC (stereo unspecified) returned RBX1-CUL1 inh 9.
CCCC1C(c2ccc(Cl)cc2)NC(c2ccc(Cl)cc2)C(C)C1(C)O (stereo unspecified) was read as RBX1-CUL1 inh -15.
CCOc1ccc(-n2c(C)cc(/C=N/NC(=O)c3c(C)nc4cc(C)ccn34)c2C)cc1 was read as RBX1-CUL1 inh -5.
COc1ccc(CCCc2nnc(SCC(=O)Nc3ccc(F)cc3)o2)cc1C was read as RBX1-CUL1 inh 6.
For Cc1ccc2nc(-c3ccccc3)nc(SCC(=O)Nc3cccc(C(F)(F)F)c3)c2c1 the results were RBX1-CUL1 inh -10.
CCCNC(=O)c1nnn(-c2ccc(OCC)cc2)c1C was read as RBX1-CUL1 inh -3.
O=C(Nc1ccc(C(F)(F)F)cc1)C1CCN(c2cnccn2)CC1 was read as RBX1-CUL1 inh 3.
COc1ccc2c(c1)c(N1CCN(C)CC1)nc1c3ccsc3ccc21 was read as RBX1-CUL1 inh 3.
O=C(CN1CCSc2ccccc21)N1CCN(c2ccccc2)CC1 was read as RBX1-CUL1 inh -4.
For COc1ccc(CCC(=O)N2CCc3c(cnc(C)c3CNC(=O)/C=C/c3cccs3)C2)cc1 the results were RBX1-CUL1 inh -13.
Cc1oc(-c2cccc(NC(=O)CC(C)C)c2)nc1CNC(=O)C1CCCN(c2ccccn2)C1 (stereo unspecified) was read as RBX1-CUL1 inh -11.
Screening CCCn1c(=O)[nH]c(=O)c2c(-c3ccc4c(c3)OCO4)ccnc21 returned RBX1-CUL1 inh -2.
Screening COc1cc(C(=O)Nc2nc3cc(C)c(C)cc3s2)cc(OC)c1OC returned RBX1-CUL1 inh -9.
For CC(C)CC(=O)N1CCN(c2ccc(NC(=O)C(C)(C)C)cc2Cl)CC1 the results were RBX1-CUL1 inh -1.
Screening O=C(CC1(c2cccc(F)c2)CC(=O)N(C2CCCC2)C1=O)N1CCN(c2ccccc2)C(=O)C1 (stereo unspecified) returned RBX1-CUL1 inh 1.
`Cc1cccc(CN2CCC(C(=O)N3CCCC3)CC2)c1` gave RBX1-CUL1 inh 11.
Screening CCn1c(C(=O)N2CCC(C(=O)N3CCN(c4ccc(OC)cc4)CC3)CC2)cc2sccc21 returned RBX1-CUL1 inh 1.
CCC1CCc2sc(C(=O)N3CCC4(CC3)OCCO4)cc2C1 (stereo unspecified) was read as RBX1-CUL1 inh 9.
COc1ccc(C(=O)N(Cc2ccncc2)Cc2ccc(OCc3cccc(F)c3)cc2)cc1 was read as RBX1-CUL1 inh -10.
CC1CN(C(=O)C2CCCC2)C(C)CN1C(=O)C1CCCC1 (stereo unspecified) was read as RBX1-CUL1 inh -6.

Of the compounds above, these contain four or more nitrogen atoms:
For CCc1ccc(NC(=O)CSc2nc(-c3cccc(OC)c3)nc3c2Cc2c(CO)cnc(C)c2O3)cc1 the results were RBX1-CUL1 inh -9.
For CCCCc1nnc(SCC(=O)Nc2cccc(C(F)(F)F)c2)n1N the results were RBX1-CUL1 inh 9.
CCOc1ccc(-n2c(C)cc(/C=N/NC(=O)c3c(C)nc4cc(C)ccn34)c2C)cc1 was read as RBX1-CUL1 inh -5.
CCCNC(=O)c1nnn(-c2ccc(OCC)cc2)c1C was read as RBX1-CUL1 inh -3.
O=C(Nc1ccc(C(F)(F)F)cc1)C1CCN(c2cnccn2)CC1 was read as RBX1-CUL1 inh 3.
Cc1oc(-c2cccc(NC(=O)CC(C)C)c2)nc1CNC(=O)C1CCCN(c2ccccn2)C1 (stereo unspecified) was read as RBX1-CUL1 inh -11.
Screening CCn1c(C(=O)N2CCC(C(=O)N3CCN(c4ccc(OC)cc4)CC3)CC2)cc2sccc21 returned RBX1-CUL1 inh 1.

Quoted at random: 2 records from the list
Screening COc1cc(C(=O)Nc2nc3cc(C)c(C)cc3s2)cc(OC)c1OC returned RBX1-CUL1 inh -9.
Screening CCCn1c(=O)[nH]c(=O)c2c(-c3ccc4c(c3)OCO4)ccnc21 returned RBX1-CUL1 inh -2.

Other results follow.
For CN(C)S(=O)(=O)NCC1CCCN(Cc2ccc(O)c(Cl)c2)C1 (stereo unspecified) the results were RBX1-CUL1 inh -1.
`CCOC(=O)COc1ccc(F)cc1C(=O)c1ccn2nc(-c3ccc(Cl)cc3)cc2n1` gave RBX1-CUL1 inh 7.
`COc1ccccc1CNC(=O)c1c2c(nc3ccccc13)C(=O)N(C1CCCCC1)C2` gave RBX1-CUL1 inh -6.
Screening COc1ccc(C=NCC2COc3ccccc3O2)cc1OC (stereo unspecified) returned RBX1-CUL1 inh 3.
For CCCC(=O)Nc1ccc(NCc2cccs2)cc1 the results were RBX1-CUL1 inh 2.
CCOC(=O)C1=NN(c2ccc(F)cc2)C2=NC(C)=C(C(=O)OC)C(c3cccs3)N12 (stereo unspecified) was read as RBX1-CUL1 inh -17.
`c1ccc(CN2CCN(Cc3ccccc3)C2c2cccs2)cc1` gave RBX1-CUL1 inh -2.
`CCOC(=O)c1cccc(NC(=O)c2ncoc2-c2ccco2)c1` gave RBX1-CUL1 inh 0.
CC1CCN(c2nc3ccc(C(=O)NCc4ccc(Cl)cc4)cc3s2)CC1 was read as RBX1-CUL1 inh -4.
For CCCCOc1c(Cl)cc(/C=C2\N=C(C)OC2=O)cc1OCC the results were RBX1-CUL1 inh 3.
`Cc1cc(C)c(N2C(=O)c3ccccc3C2=O)c(C)c1` gave RBX1-CUL1 inh -8.
For CNCc1ccc(OCc2ccc(Cl)cc2Cl)cc1 the results were RBX1-CUL1 inh -6.
Screening COc1cc(NC(=S)NCc2ccccc2Cl)c(OC)cc1Cl returned RBX1-CUL1 inh 3.
Screening Cc1ccn(CC(=O)N2CCCC2C(=O)Nc2cccc(-n3cccn3)c2)n1 (stereo unspecified) returned RBX1-CUL1 inh -1.
`O=C(Nc1ccccc1)c1cc(S(=O)(=O)Nc2ccc3c(c2)OCO3)ccc1Cl` gave RBX1-CUL1 inh 4.
O=C(O)c1ccc2[nH]c3c(c2c1)CCCC3 was read as RBX1-CUL1 inh 3.
`CC(C)(C)C(=O)COC(=O)COc1ccc(Cl)cc1Cl` gave RBX1-CUL1 inh 4.
Screening Fc1cccc(-c2noc3c2CN(Cc2cccn2-c2ccccn2)CC3)c1 returned RBX1-CUL1 inh -9.
Screening CCOc1ccc(CNC(=O)C2CCN(S(=O)(=O)c3c(C)noc3/C=C/c3ccc(C)cc3)CC2)cc1OC returned RBX1-CUL1 inh -7.
Screening Cc1ccc(Oc2ncccc2CNC(=O)c2cc(C)[nH]n2)cn1 returned RBX1-CUL1 inh 0.

Taken from above, 6 compounds:
`O=C(Nc1ccccc1)c1cc(S(=O)(=O)Nc2ccc3c(c2)OCO3)ccc1Cl` gave RBX1-CUL1 inh 4.
O=C(O)c1ccc2[nH]c3c(c2c1)CCCC3 was read as RBX1-CUL1 inh 3.
`CC(C)(C)C(=O)COC(=O)COc1ccc(Cl)cc1Cl` gave RBX1-CUL1 inh 4.
Screening Fc1cccc(-c2noc3c2CN(Cc2cccn2-c2ccccn2)CC3)c1 returned RBX1-CUL1 inh -9.
Screening CCOc1ccc(CNC(=O)C2CCN(S(=O)(=O)c3c(C)noc3/C=C/c3ccc(C)cc3)CC2)cc1OC returned RBX1-CUL1 inh -7.
Screening Cc1ccc(Oc2ncccc2CNC(=O)c2cc(C)[nH]n2)cn1 returned RBX1-CUL1 inh 0.

Other records
`Cc1cnc(CNC(=O)c2cccc(OC3CCN(C(=O)C4CC4)CC3)c2)cn1` gave RBX1-CUL1 inh -4.
`COc1ccc(-c2c(C)nn3c(N4CCN(c5ccccc5)CC4)cc(C)nc23)cc1OC` gave RBX1-CUL1 inh 8.
For CCOc1c(Br)cc(C2NC(=S)NC(C)=C2C(=O)Nc2ccccc2)cc1OC (stereo unspecified) the results were RBX1-CUL1 inh 1.
Cc1ccccc1-c1nn2c(-c3ccncc3)nnc2s1 was read as RBX1-CUL1 inh 1.
CCC(=O)c1ccc(N2CCN(C(=O)c3ccc(Cl)cc3Cl)CC2)c(F)c1 was read as RBX1-CUL1 inh -6.
O=[N+]([O-])c1cc2c(cc1C=Nc1ccccc1)OCO2 was read as RBX1-CUL1 inh -4.
Screening Cc1cccc(N2CN(CCc3ccccc3)CNC2=S)c1C returned RBX1-CUL1 inh 8.
Screening CCCC(=O)Nc1ccc(C(=O)N2CCN(c3cccc(C(F)(F)F)c3)CC2)cc1 returned RBX1-CUL1 inh 0.
COc1ccc(C(=O)Nc2nnc(COc3ccc4ccccc4c3)s2)cc1 was read as RBX1-CUL1 inh 4.
Screening CC(NC(=O)c1ccc(F)cc1)c1ccc(Br)cc1 (stereo unspecified) returned RBX1-CUL1 inh 11.
`Cc1ccc(C)c(-c2c(C)sc(NC(=O)c3ccccc3F)c2C(=O)OC(C)C)c1` gave RBX1-CUL1 inh 16.
`O=C(O)/C=C\C(=O)Nc1cccc(C(=O)Nc2cccc(O)c2)c1` gave RBX1-CUL1 inh 4.
For Cc1ccc(-c2nnc3sc(-c4cccnc4)nn23)cc1 the results were RBX1-CUL1 inh -3.
`Cc1ccc(NC(=O)C2CCN(c3nc4ccccc4nc3C(F)(F)F)CC2)cc1F` gave RBX1-CUL1 inh 0.
For COc1ccc2oc(-c3ccc(C)c(NC(=O)Cc4ccc(Cl)cc4)c3)nc2c1 the results were RBX1-CUL1 inh -1.
Cn1c(CN2CCN(c3ccccc3)CC2)nc2cc(Cl)ccc21 was read as RBX1-CUL1 inh -12.
Screening CCc1nc2ccccc2n1CCCCOc1ccc(Cl)cc1 returned RBX1-CUL1 inh 6.
`Cc1cc(C)c(/C=C(\C#N)C(N)=S)c(C)c1` gave RBX1-CUL1 inh -14.
`CCn1cc(CNC(=O)CN2Cc3cc(C)ccc3OC(c3ccsc3)C2)cn1` (stereo unspecified) gave RBX1-CUL1 inh 7.
For O=S(=O)(Nc1cccc(-c2nc3ccccc3s2)c1)c1ccccc1F the results were RBX1-CUL1 inh -7.
CCOc1cc(C(=O)NCc2cn(-c3ccccc3)nc2-c2ccccc2)cc(OCC)c1OCC was read as RBX1-CUL1 inh 4.
Screening COc1ccc(NC(=O)Cn2c(=O)n(-c3ccccc3)c(=O)c3ccc(C(=O)NCc4ccc5c(c4)OCO5)cc32)cc1 returned RBX1-CUL1 inh 4.
`CCS(=O)(=O)N1CCC(C(=O)Nc2cc(Cl)ccc2C)CC1` gave RBX1-CUL1 inh 5.
Screening COc1cc(/C=C2\OC(=O)c3c(OC)cccc32)ccc1O returned RBX1-CUL1 inh -5.
For COc1ccc(C(=O)Nc2nnc(S(=O)(=O)N3CCOCC3)s2)cc1 the results were RBX1-CUL1 inh 6.
Screening O=C(C1CCCO1)N1CCN(Cc2ccc(Cl)cc2Cl)CC1 (stereo unspecified) returned RBX1-CUL1 inh 0.
For Cc1ccc2[nH]cc(CN(C)C(=O)Nc3nncs3)c2c1 the results were RBX1-CUL1 inh -2.
`Cc1oc(-c2cc(F)ccc2F)nc1CN(CCO)C(C)C` gave RBX1-CUL1 inh -2.
Cc1ccc(NC(=O)C2C(c3ccccc3)C2(Cl)Cl)c(C)c1 (stereo unspecified) was read as RBX1-CUL1 inh 3.
CCOc1ccc(-c2cc(C)n3nc(C(=O)Nc4cc(Cl)ccc4O)cc3n2)cc1 was read as RBX1-CUL1 inh 2.
`Cc1ccnc(NC(=O)c2cccc(NC(=O)c3ccccc3F)c2)c1` gave RBX1-CUL1 inh -5.
Screening COC(=O)c1ccc(-c2ccc(/C=C(/c3ccccc3)[N+](=O)[O-])o2)cc1 returned RBX1-CUL1 inh 9.
For Cc1cc(Cl)ccc1OC(C)C(=O)N1CCc2c(cnc(C)c2CNC(=O)c2ccccc2F)C1 (stereo unspecified) the results were RBX1-CUL1 inh -2.
`O=c1[nH]c(SCCCc2ccccc2)nc2c1CCC2` gave RBX1-CUL1 inh 1.
`CCOC(=O)CSc1nc2c([nH]c3ccccc32)c(=O)n1-c1ccc(OCC)cc1` gave RBX1-CUL1 inh 3.
For CCCN1CCN(CCCNC(=O)C(CC)n2nc(C)n3c(cc4occc43)c2=O)CC1 (stereo unspecified) the results were RBX1-CUL1 inh 1.
`CCCc1cc(=O)[nH]c(Nc2cccc(Cl)c2)n1` gave RBX1-CUL1 inh 1.
